# From PubChem BioAssay
# MITF inh = blocks human microphthalmia-associated transcription factor; actives 0.91% (n = 650,000); AID 1259374; O75030; inhibition, % at 2.6 µM; AlphaScreen MITF homodimerization, bead proximity signal; in the data active = inhibition above about 50%;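 note: 0% = vehicle wells with protein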
# FBW7 activator = activators of human E3 ligase FBW7; actives 0.13% (n = 650,000); Q969H0; normalized activity (activation), % at 26.1 µM; AlphaScreen FBW7–phospho-cyclin E peptide binding, activator screen; in the data active = normalized activity above about 1.9%;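 note: purified mutant Fbw7 with reduced substrate affinity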
# Target sequence (Q969H0 whole entry, looked up): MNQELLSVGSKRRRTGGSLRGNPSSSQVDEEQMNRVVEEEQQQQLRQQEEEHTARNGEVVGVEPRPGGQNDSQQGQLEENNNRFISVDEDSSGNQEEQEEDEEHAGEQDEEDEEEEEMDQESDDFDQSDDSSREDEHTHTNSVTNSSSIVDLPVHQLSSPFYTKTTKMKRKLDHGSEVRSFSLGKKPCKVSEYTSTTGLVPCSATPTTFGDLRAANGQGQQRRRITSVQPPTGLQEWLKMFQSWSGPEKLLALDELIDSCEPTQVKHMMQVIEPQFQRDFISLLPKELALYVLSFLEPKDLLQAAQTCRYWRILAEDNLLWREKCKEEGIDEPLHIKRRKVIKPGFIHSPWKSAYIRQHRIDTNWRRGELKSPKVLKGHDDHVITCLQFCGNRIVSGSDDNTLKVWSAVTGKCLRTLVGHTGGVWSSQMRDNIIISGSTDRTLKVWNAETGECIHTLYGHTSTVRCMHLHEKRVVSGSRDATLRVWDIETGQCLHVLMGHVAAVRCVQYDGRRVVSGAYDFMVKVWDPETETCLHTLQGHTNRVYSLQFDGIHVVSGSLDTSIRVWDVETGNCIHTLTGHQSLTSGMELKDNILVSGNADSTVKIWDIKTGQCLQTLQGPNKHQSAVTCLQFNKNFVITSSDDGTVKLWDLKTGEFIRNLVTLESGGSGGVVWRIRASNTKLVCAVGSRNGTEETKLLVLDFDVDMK
# TEAD-YAP block = TEAD-YAP interaction inhibition. HEK-TIYL cells, TEAD-Gal4/YAP UAS-luciferase luminescence. inhibition, % at 9.12 µM. actives 1.4% (n = 640,000). AID 1259422; in the data active = inhibition above about 32%;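 note: 0% = median of test compound wells and 100% = reference inhibitor wells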
# GPR151 ag = activators of human GPR151. PathHunter beta-arrestin GPR151 cells, luminescence. actives 1% (n = 650,000). activation, % at 11.2 µM. Q8TDV0; in the data active = activation above about 4.9%;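 note: 0% = median of compound wells and 100% = cells with positive control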
# Target sequence (Q8TDV0 whole entry, looked up): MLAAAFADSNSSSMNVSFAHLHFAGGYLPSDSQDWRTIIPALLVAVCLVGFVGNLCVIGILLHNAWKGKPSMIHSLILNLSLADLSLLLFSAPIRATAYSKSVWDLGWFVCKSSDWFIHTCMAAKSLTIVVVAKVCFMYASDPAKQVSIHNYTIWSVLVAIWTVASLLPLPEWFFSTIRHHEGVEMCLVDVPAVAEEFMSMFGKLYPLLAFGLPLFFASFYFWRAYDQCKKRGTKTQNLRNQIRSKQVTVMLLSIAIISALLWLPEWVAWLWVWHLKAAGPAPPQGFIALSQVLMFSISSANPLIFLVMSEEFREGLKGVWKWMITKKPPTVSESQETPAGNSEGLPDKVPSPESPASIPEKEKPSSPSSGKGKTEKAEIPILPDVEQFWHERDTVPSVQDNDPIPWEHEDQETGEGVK
# * = called active by the depositor; & = joins results of further samples. The order is random; about 3.5% have a hit in one of these screens.
SMILES,MITF inh,FBW7 activator,TEAD-YAP block,GPR151 ag
CC(C)[C@H]1NC(=O)[C@H]2CN(C(=O)NC3CCCCC3)CCN2C1=O,76*,-0.2,5,0.7
O=C(CCS(=O)(=O)CCN1CCCCCC1)NCNC(=O)CCS(=O)(=O)CCN1CCCCCC1,10,0.0,6,3.5
Cc1ccsc1/C=N/NC(=O)Cn1nnnc1N,1,0.5,7,0.3
O=C(Cn1ncc2c(=O)oc3ccccc3c21)N(Cc1ccco1)C1CCCCC1,0,0.0,2,0.9
CC1(C)Cc2nc3sc4c(NCC5CCCO5)ncnc4c3cc2CO1 (stereo unspecified),4,0.8,4,-1.6
O=C(CSc1nc2ccccc2c(=O)n1-c1ccc(C(=O)N2CCOCC2)cc1)NCCc1ccccc1,8,0.1,18,0.7
O=C(COc1cccc2ccccc12)N/N=C/c1ccccc1,4,0.0,-2,2.4
COc1ccc(-c2[nH]c3ccccc3c2SCCNC(C)=O)cc1,0,0.0,-15,-0.6
Cc1ccc(C(=O)Oc2coc(CSc3nc(C)cs3)cc2=O)cc1,9,0.0,3,0.5
COC1=C(C#N)Cc2c([nH]c3ccccc23)C(=O)N1,23,0.3,-5,1.8
Cc1cccc(C(=O)Nc2ccc(Nc3cc(-n4cccn4)nc(C)n3)cc2)c1,-3,0.1,-3,0.1
O=C(C1CCN(Cc2ccccc2O)CC1)N1CCCCC1,52*,0.3,0,-1.3
CC(Cc1ccco1)NS(=O)(=O)c1ccccc1Br (stereo unspecified),-2,0.0,1,-0.3
Cc1occc1C(=O)Nc1ccccc1NC(=O)c1ccoc1C,10,0.6,5,-0.7
CCn1c(SCC(=O)Nc2ccc(F)cc2C)nc2c(-c3ccccc3)csc2c1=O,-17,0.0,-8,1.3
C=CCN=C1NC(=O)C(CC(=O)Nc2ccccc2[N+](=O)[O-])S1 (stereo unspecified),3,0.0,6,0.6
O=S(=O)(C[n+]1sc(Nc2ccc(Cl)cc2Cl)nc1-c1ccccc1)c1ccccc1,6,-0.2,-20,-0.8
Cc1cnc(C(=O)OCC(=O)N2CC3(C)CC2CC(C)(C)C3)cn1 (stereo unspecified),5,-0.1,1,1.0
Cc1nc(SCCO)c2c3c(sc2n1)CCC3,18,0.0,7,1.3
CC1(C)CC(=O)C(C(C2=C(O)CC(C)(C)CC2=O)c2ccc(Cl)c([N+](=O)[O-])c2)C(=O)C1 (stereo unspecified),6,-0.1,3,-0.6
CC(C)(C)C1=NN(CCC#N)C(=O)c2cc3ccccc3n2C1,5,0.0,-4,0.0
O=C(NC1CCCc2c1cnn2-c1ccc(F)cc1F)c1ccccn1 (stereo unspecified),-3,0.0,0,-0.1
COc1ccc(C2=C/C(=C/c3ccc([N+](=O)[O-])cc3)C(=O)O2)c(OC)c1,-30,0.0,-15,0.7
COc1ccc(C23CC4CC(CC(C4)C2)C3)cc1C(=O)N1CCOCC1,17,-0.1,8,-1.2
Cc1ccc(C2C(C(=O)c3cccs3)=C(O)C(=O)N2CCN(C)C)o1 (stereo unspecified),0,-0.2,-13,2.4
# Remaining list, next part.
SMILES,MITF inh,FBW7 activator,TEAD-YAP block,GPR151 ag
CCN1CC=C2C(C#N)=C(N)C(C#N)(C#N)C(c3ccccc3F)C2C1 (stereo unspecified),2,0.8,2,-0.8
CSc1ccc(C2C(C(=O)OC3CCCCC3)=C(C)NC3=C2C(=O)CCC3)cc1 (stereo unspecified),-2,0.1,-7,-1.1
COC(=O)CNC(=O)c1cc2c(=O)[nH]c3ccccc3c2s1,4,0.0,-7,0.2
C=CCNS(=O)(=O)c1ccc(NC(=O)c2ccccc2Br)cc1,13,0.0,-2,0.6
O=C1CCCN1CCn1cnc2c(NC3CC3)nc(Nc3ccccc3)nc21,7,0.4,1,0.6
c1ccc(-n2cnc3c(NCc4nc5ccccc5[nH]4)nc(-c4cccs4)nc32)cc1,16,-0.3,14,0.1
Oc1ccccc1Nc1nc(NCC2CCCO2)c2ccccc2n1 (stereo unspecified),5,-0.2,9,-0.2
COc1ccc(/C=C2/C(=O)NN(c3ccc(F)c(Cl)c3)C2=O)cc1,6,0.0,5,-1.1
COc1ccccc1NS(=O)(=O)c1cccc2nsnc12,3,-0.1,-2,-0.3
Cc1c(Cl)cccc1S(=O)(=O)N(Cc1cccs1)Cc1cccn1C,4,-0.3,5,0.1
CCOc1ccc2nc(NCc3cc(OC)c(OC)cc3OC)sc2c1,17,-0.2,3,1.5
Fc1ccc(Nc2c3c(nc4ncnn24)CCC3)cc1,4,0.5,-14,2.7
CC(C)C1CCC(Nc2ncc(-c3ccc(CO)cc3)n3ccnc23)CC1 (stereo unspecified),-5,0.2,-45,1.5
CC(=O)NCCNC(=O)c1ccc(-c2ccccc2)nc1NCCc1ccccn1,-10,0.0,12,5.1*
Cc1cc(NC(=O)c2cccs2)ncc1NC(=O)C(C)C,-5,0.2,-26,-4.9
O=C(NN1C(=O)C2CC=CCC2C1=O)c1ccncc1 (stereo unspecified),-1,0.0,-3,1.4
CCCS(=O)(=O)N1CCN(CC(=O)c2ccco2)CC1,6,-0.2,-5,0.3
COc1ccccc1NS(=O)(=O)c1c(N)n(C)c(=O)n(C)c1=O,12,0.4,5,-0.1
C=CCOC(=O)COc1cc(C)cc2oc(=O)cc(-c3ccccc3)c12,8,0.0,6,1.1
CSc1cccc(C(=O)Nc2nc3c(F)cccc3s2)c1,-7,-0.1,-37,1.7
CC(C)c1ccc(N2C(=O)c3ccccc3NC2c2ccc3c(c2)OCO3)cc1 (stereo unspecified),1,-0.1,-61,-0.2
Nc1nc(NCCc2ccc(S(N)(=O)=O)cc2)nc(N2CCOCC2)c1[N+](=O)[O-],-2,0.0,3,-0.2
CCOC(=O)C1=C(CC)OC(N)=C(C#N)C1c1cc(Br)cs1 (stereo unspecified),13,0.0,-9,-0.4
COc1ccc(C2C3=C(CC(C)(C)CC3=O)NC3=C2C(=O)CC(C)(C)C3)cc1OC,11,-0.1,4,0.7
COC(=O)C1=C(C)N(CC2CCCO2)C(=O)/C1=C\c1ccc(C)cc1 (stereo unspecified),12,-0.1,7,0.5
# Next results:
SMILES,MITF inh,FBW7 activator,TEAD-YAP block,GPR151 ag
O=C(NCC1CC(Cc2cccc(F)c2)=NO1)c1csc(Cc2ccccc2)n1 (stereo unspecified),6,0.1,-3,-0.1
CCN1CCN(C(=O)[C@H]2C[C@@H](c3ccc(OC)cc3)NS(=O)(=O)N2C)CC1,11,0.0,3,1.1
CCOc1ccccc1CNC(=O)C1CC2CCCN2C12C(=O)Nc1ccccc12 (stereo unspecified),11,0.1,5,-0.8
CC1(C2CCN(Cc3ccc4c(c3)CCO4)CC2)NC(=O)NC1=O (stereo unspecified),2,0.1,3,3.0
Cc1ccc(Cl)cc1NC(=O)/C(=C\c1ccc([N+](=O)[O-])cc1)NC(=O)c1ccccc1Br,20,0.1,14,-0.5
O=C(N=C1N=C2C=CC(Cl)=CN2Cc2ccccc21)c1cc2ccccc2o1,9,-0.2,-22,-1.6
CCC(C)(NC(C)=O)C(=O)NC1CCCC1 (stereo unspecified),0,-0.1,1,-0.1
CC(=O)c1ccc(NC(=O)CSc2nc3c(c(=O)n2C)SCC3)cc1,-7,-0.1,1,3.1
Cn1/c(=N/N=C2\CC(=O)c3ccccc32)sc2ccccc21,10,0.0,19,1.5
CCOc1ccc(S(=O)(=O)N(CC(N)=O)c2ccccc2)cc1,-1,0.0,12,-1.0
O=C(CSc1nnc(N2CCN(c3ccccc3)CC2)s1)N1CCOCC1,7,0.0,-21,-0.6
CC(C)CC1(C2CCN(Cc3cnn(C)c3)CC2)NC(=O)N(CCc2cccs2)C1=O (stereo unspecified),-6,0.0,-4,-0.8
COc1cccc(C(=O)Nc2ccc3scnc3c2)c1,-3,-0.2,63*,-8.6
O=S(=O)(c1ccc(F)cc1)N1CCN(C2CCCCC2)CC1,85*,-0.1,15,2.3
CCc1nnc(NC(=O)CCCOc2ccc(C)cc2)s1,10,-0.2,8,1.0
COc1ccc(-n2nc(C(=O)NCC(=O)NC3CCCCC3)c3ccccc3c2=O)cc1,0,-0.1,-6,-1.1
Cc1ccc(Oc2ccc(N3C(=O)c4ccc(C(=O)O)cc4C3=O)cc2)cc1,11,0.1,-9,-0.9
OC(c1cccnc1)c1ccc2c(c1)CN(Cc1ccc(F)cc1)CCO2 (stereo unspecified),14,0.0,6,0.1
C[C@]12C[C@H](O)[C@H]3[C@@H](CCC4=CC(=O)CC[C@@]43C)[C@@H]1CC[C@@H]2C(=O)CO,11&-3&-4,-0.1&-0.2&0.0,-3&1,0.0&-2.5&-0.4
CCOC(=O)C1=c2s/c(=C/c3ccccc3C)c(=O)n2C(N)=C(C#N)C1c1ccccc1C (stereo unspecified),4,0.0,11,0.3
CC(C)CC(NS(=O)(=O)c1ccc2c(c1)oc(=O)n2C)C(=O)Nc1nccs1 (stereo unspecified),-3,1.3,-21,-1.1
CCOC(=O)N1CCN(c2nc(C(F)(F)F)nc3c(C)cc(C)cc23)CC1,6,-0.2,5,2.5
CCOC(=O)C1=C(C)N=c2s/c(=C/c3ccc(-c4ccccc4C(=O)O)o3)c(=O)n2C1c1ccc(OC)cc1 (stereo unspecified),2,0.0,10,-1.0
COc1ccc(/C=N\NC(=O)c2cnccn2)cc1OCc1ccccc1,12,-0.1,5,5.8*
Cc1ccccc1NC(=O)c1ccccc1N(Cc1ccccc1)S(C)(=O)=O,55*,0.1,7,-0.7

# 5 records drawn at random from those above, as already listed:
SMILES,MITF inh,FBW7 activator,TEAD-YAP block,GPR151 ag
COc1cccc(C(=O)Nc2ccc3scnc3c2)c1,-3,-0.2,63*,-8.6
CC(=O)c1ccc(NC(=O)CSc2nc3c(c(=O)n2C)SCC3)cc1,-7,-0.1,1,3.1
COc1ccc(/C=N\NC(=O)c2cnccn2)cc1OCc1ccccc1,12,-0.1,5,5.8*
CC(C)CC1(C2CCN(Cc3cnn(C)c3)CC2)NC(=O)N(CCc2cccs2)C1=O (stereo unspecified),-6,0.0,-4,-0.8
Cc1ccc(Oc2ccc(N3C(=O)c4ccc(C(=O)O)cc4C3=O)cc2)cc1,11,0.1,-9,-0.9

# The listing picks up, starting six compounds before the break.
SMILES,MITF inh,FBW7 activator,TEAD-YAP block,GPR151 ag
CCOC(=O)C1=c2s/c(=C/c3ccccc3C)c(=O)n2C(N)=C(C#N)C1c1ccccc1C (stereo unspecified),4,0.0,11,0.3
CC(C)CC(NS(=O)(=O)c1ccc2c(c1)oc(=O)n2C)C(=O)Nc1nccs1 (stereo unspecified),-3,1.3,-21,-1.1
CCOC(=O)N1CCN(c2nc(C(F)(F)F)nc3c(C)cc(C)cc23)CC1,6,-0.2,5,2.5
CCOC(=O)C1=C(C)N=c2s/c(=C/c3ccc(-c4ccccc4C(=O)O)o3)c(=O)n2C1c1ccc(OC)cc1 (stereo unspecified),2,0.0,10,-1.0
COc1ccc(/C=N\NC(=O)c2cnccn2)cc1OCc1ccccc1,12,-0.1,5,5.8*
Cc1ccccc1NC(=O)c1ccccc1N(Cc1ccccc1)S(C)(=O)=O,55*,0.1,7,-0.7
C=CCOC(=O)C1=C(C)NC(=O)NC1c1cn(-c2ccccc2)nc1-c1ccc(Br)cc1 (stereo unspecified),-1,-0.1,-3,0.5
CC(C)c1cccc(OCCN2CCNCC2)c1,-12,0.2,6,-1.0
CC(C)C(=O)NN=C1CCC(=NNC(=O)C(C)C)CC1,-10,0.1,-23,-0.3
Cc1ncn(-c2ccc(Nc3ncc4cccc(-c5ccnc(N(C)C)c5)c4n3)cc2)n1,3,0.2,30,1.7
O=C(NC1CCCCNC1=O)c1ccc(Sc2ccc(Br)cc2)c([N+](=O)[O-])c1 (stereo unspecified),4,0.0,-2,1.2
N#Cc1ccsc1NC(=O)c1ccc2c(c1)S(=O)(=O)c1ccccc1C2=O,1,0.0,-55,-8.1
CSc1ccccc1NC(=O)c1oc2ccc(C)cc2c1C,-3,0.0,-38,0.6
COc1cccc(Oc2nc(N)[nH]c(=O)c2Br)c1,-4,-0.2,1,-0.1
CCC1CN(CC(=O)NCCc2ccccc2)Cc2cc(OC)ccc2O1 (stereo unspecified),-3,-0.2,7,0.0
Cc1ccccc1NC(=O)CN1C(=O)C(=O)c2ccccc21,0,-0.1,6,2.1
Cc1ccc(NC(=S)NCc2ccco2)cc1,-3&1,-0.2&-0.1,-24&-29,0.3&-0.1
O=C(O)CCCCn1c(SCc2ccc([N+](=O)[O-])cc2)nc2ccsc2c1=O,9,0.1,-7,-0.7
Cc1cccc(-c2noc(CNC(=O)CCc3ccccc3)n2)c1,9,0.1,-2,-1.2
O=c1c2c(nc(NCCCO)n1-c1ccccc1)-c1ccccc1CC21CCCCC1,13,0.2,-3,-0.2
O=C(NCC1(CO)CC1)C1c2ccccc2Oc2ccccc21,19,0.2,1,0.7
CC(C)N(CCNC(=O)c1csc(NCc2cccnc2)n1)C(C)C,4,0.1,4,1.6
O=C(CSc1nc2[nH]ncc2c(=O)n1-c1cccc2ccccc12)NCc1ccccc1,-2,-0.1,-19,-0.8
O=C1CN(C(=O)COC(=O)c2c3c(nc4ccccc24)CCC3)c2ccccc2N1,72*,-0.2,-1,2.4
COc1cccc(-n2c(SCc3cccnc3)nc3c(c2=O)SCC3)c1,8,0.3,3,2.9
Cc1sc2[nH]c(=S)n(-c3ccccc3)c(=O)c2c1-c1ccccc1,-1,-0.2,12,0.9
CC(=O)Nc1cccc(OCC(=O)Nc2ccc(C)cc2)c1,16,0.1,-52,-0.4
CCOC(=O)C1=C(C)NC2=C(C(=O)CCC2)C1c1ccc(OC)c(OC)c1OC (stereo unspecified),12,-0.1,8,0.0
CCCNc1nc(Nc2ccc3ncccc3c2)nc2c1ncn2-c1ccccc1,5,0.0,34*,1.8
